From PubChem
human PMI inhibitors – human PMI inhibitors, high substrate, primary screen, biochemical, fluorescence intensity, high mannose 6-phosphate (AID 1220); actives 0.66% (n = 190,000); recombinant PMI enzyme, coupled fluorescence intensity; higher % means a stronger effect; inhibition, % at 20 µM, or IC50 in µM where a hit was titrated
XIAP antagonists – small molecules displacing peptide from XIAP – biochemical, IAP family, fluorescence polarization (AID 1018); XIAP BIR domain, fluorescence polarization peptide displacement; higher % means a stronger effect; one-dose displacement, % at 20 µM; IC50 in µM for titrated hits; actives 0.007% (n = 200,000); in the data active means displacement above about 50%; further: a part of the inactive calls stands beside numbers as strong as those of hits
WT yeast gro inh – growth inhibition of WT yeast, mitochondrial fusion screen. inhibition, % at 10 µM. mitochondrial fusion phenotypic screen, WT strain. actives 2.1% (n = 190,000); in the data active means inhibition above about 58%; tested in S. cerevisiae
PMI inhibitors – MPI enzyme activity inhibition – biochemical, fluorescence intensity, coupled assay, primary screen (AID 1209). purified PMI enzyme, coupled fluorescence intensity; higher % means a stronger effect. inhibition, % at 20 µM; hits with a dose series show IC50 in µM. actives 0.42% (n = 190,000);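 further: plate controls were DMSO vehicle for no effect and wells lacking substrate for full effect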
TNAP activation fold – stimulation of alkaline phosphatase TNAP activity – biochemical, luminescent, no phosphate acceptor, uHTS, primary screen (AID 1001); one-dose activation fold at 20 µM; EC50 in µM for titrated hits; purified TNAP, luminescent activation assay, no phosphate acceptor; higher activation fold means a stronger effect; actives 0.03% (n = 200,000); in the data active means activation fold from about 3, or a potency from the dose series; inactive means the rest, 99 in 100 with activation fold below about 1.6; further: many of its hits are not listed in these tables
RSV antiviral HEp-2 – RSV antiviral activity via CPE protection, HEp-2 cells, primary 10 µM value included (AID 2391). actives 0.13% (n = 310,000). HEp-2 cells, RSV-induced CPE inhibition; higher % means a stronger effect. one-dose CPE inhibition, % at 10 µM; IC50 in µM for titrated hits; in the data active means a potency from the dose series; inconclusive means CPE inhibition mostly from about 23% at the one dose, without a potency; inactive means the rest, 99 in 100 with CPE inhibition below about 21%; further: strong numbers were not always called active
Salmonella PhoP GFP – inhibitors of PhoP regulon expression, primary screen, Salmonella Typhimurium, GFP reporter (AID 1863); S. Typhimurium PhoP-regulated promoter GFP reporter, 4 h; higher % means a stronger effect; inhibition, % at 50 µM; hits with a dose series show IC50 in µM; actives 0.16% (n = 300,000);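 active means inhibition over 29.93%, a cutoff 3 SD above the screen mean, later confirmed by dose response; inconclusive means inhibition over 29.93% but no dose response follow-up; inactive means inhibition at most 29.93% or unconfirmed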;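 further: 0% = low Mg2+ inducing control and 100% = high Mg2+ repressing control; strong numbers were not always called active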
Siah-1 displacement – blockers of Siah-1 interaction with plectin peptide – biochemical, fluorescence polarization, rhodamine-plectin, uHTS, primary screen (AID 1817); Siah-1 / rhodamine-plectin peptide fluorescence polarization; higher % means a stronger effect; displacement, % at 20 µM, or IC50 in µM where a hit was titrated; actives 0.02% (n = 290,000);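 active means displacement of at least 50% at 20 µM, with a fluorescence ratio check between 0.3 and a set limit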;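 further: plate controls were Siah plus tracer with DMSO for no effect and tracer alone without Siah for full effect; strong numbers were not always called active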
Myeloid diff MLP – promotes myeloid progenitor differentiation. ER-HoxA9 myeloid progenitors, lysozyme-GFP differentiation, flow cytometry. calls only at 10 µM. actives 1% (n = 360,000). AID 624256;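 active means normalized GFP-positive differentiation at or above the plate's own cutoff, the solvent-only control mean plus 3 SD; inconclusive means no clear call, values can overlap the other calls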;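 further: cells exposed to compound for four days before flow analysis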
WT yeast gro inh mutant strain – further read-out of WT yeast gro inh, marked with its call; inhibition, %; mitochondrial fusion phenotypic screen, mutant strain inhibition
Myeloid diff MLP GFP+ MAC1+ % – further read-out of Myeloid diff MLP, marked with its call; GFP+ MAC1+ double positive, %; measured here: differentiation confirmed by MAC1 staining
An asterisk follows results filed as active; i = inactive; ? = inconclusive; . = no result given; + = active, no number; & = joins results of further samples. Unless noted, no stated cut-off is given here; in the data, active means inhibition above about 50%; inactive means the rest. No enrichment for hits. Share with any hit: about 3.1%.

SMILES	human PMI inhibitors	XIAP antagonists	WT yeast gro inh	WT yeast gro inh mutant strain	PMI inhibitors	TNAP activation fold	RSV antiviral HEp-2	Salmonella PhoP GFP	Siah-1 displacement	Myeloid diff MLP	Myeloid diff MLP GFP+ MAC1+ %
O=C(CNC(=O)c1ccc(Cl)cc1Cl)NCCCn1ccnc1	9%	-11%	-15	-10	8%	1.1	2.0%	10%	0%	i	0.0
Cc1ccccc1C(=O)N1CCc2cc(-c3nc(NC(=O)Cc4ccc5c(c4)OCO5)sc3C)ccc21	7%	-7.7%	37	32	15%	1.1	5.5%	-8%	-6%	i	1.1
COc1ccc(/C=C2\CCC(C3CCCC3)C2=O)c(OC)c1 (stereo not given)	.	.	.	.	.	.	1.4%	10%	-1%	i	0.3
Cn1c(=O)n(Cc2ccccc2F)c(=O)c2c1nc1n2CCN1Cc1ccco1	-1%	-2.3%	-1	7	-1%	1.1	1.2%	-2%	2%	i	1.3
COc1cc(C2/C(=C(\O)c3ccc4c(c3)OCCO4)C(=O)C(=O)N2Cc2ccco2)ccc1O (stereo not given)	.	.	.	.	.	.	1.2%	-2%	14%	i	0.6
O=C(Cn1nnc(-c2ccccc2)n1)N/N=C/c1ccc(-c2ccc(Cl)cc2)o1	-8%	1.9%	-9	-10	-1%	1	1.2%	-8%	12%	i	1.2
CCCCc1ccc(NC(=S)NCC2CCCO2)cc1 (stereo not given)	-3%	-4.7%	53	58	0%	1.1	0.3%	-6%	6%	i	0.5
O=C(Cc1c(C(=O)O)[nH]c2ccccc12)NCCN1CCN(c2cccc(Cl)c2)CC1	8%	-3.9%	6	4	9%	1	2.9%	3%	7%	i	0.3
CN(C)CCCNC1CS(=O)(=O)CC1O (stereo not given)	9%	-4.3%	-2	-2	12%	1.1	1.5%	0%	-1%	i	0.7
NC(=O)c1nsc(C(=O)N(CC(=O)NC2CCCC2)c2ccc(F)c(Cl)c2)c1N	.	.	.	.	.	.	5.7%	-3%	5%	i	0.2
Cc1ccc(C(=O)N/C(=C\c2ccco2)C(=O)NCCc2c[nH]c3ccccc23)cc1	0%	-3.3%	5	13	-9%	1.1	1.3%	6%	-3%	i	0.5
CC(C)c1ccc(-c2nnn(CCC(=O)O)n2)cc1	6%	1.6%	5	9	4%	1.1	0.5%	-14%	3%	i	1.2
CC(=O)Nc1ccc(N(CC(=O)NC2CCCCC2)C(=O)Cn2nnc(-c3ccccc3)n2)cc1	.	.	.	.	.	.	0.6%	-2%	3%	i	0.6
CCCCNc1c(N)n(CCC)c(=O)[nH]c1=O	1%	-7.0%	16	6	-3%	1.2	-1.0%	3%	17%	i	0.1
COc1cccc(C2=NOC(C(=O)NCc3cccs3)C2)c1 (stereo not given)	10%	-1.9%	-19	-16	9%	1.1	3.1%	-6%	-4%	i	0.3
O=C(O)CCC(=O)N1CCc2cc(S(=O)(=O)NC3CCCC3)ccc21	-10%	-0.4%	.	.	-4%	1.1	0.5%	-7%	-3%	i	0.2
Cc1ccc(-c2ccc(=O)n(CCC(=O)N3CCN(Cc4ccccc4)CC3)n2)cc1	.	.	.	.	.	.	1.2%	-4%	-4%	i	0.5
CCC1(CC)Cc2ccccc2-c2nc(-c3ccccc3)oc(=O)c21	13%	-2.0%	-6	1	17%	1.1	20%	1%	1%	i	0.5
CN1C[C@@H]2C(c3ccccc3)C3(c4ccc(C#N)cc4)CC2(C3)[C@H]1c1ccccc1 (stereo not given in full)	.	.	.	.	.	.	-1.5%	-2%	-2%	i	1.0
C[C@H]1O[C@@H](O[C@H]2[C@@H](O)C[C@H](O[C@H]3[C@@H](O)C[C@H](O[C@H]4CC[C@@]5(C)[C@H](CC[C@@H]6[C@@H]5C[C@@H](O)[C@]5(C)[C@@H](C7=CC(=O)OC7)CC[C@]65O)C4)O[C@@H]3C)O[C@@H]2C)C[C@H](O)[C@@H]1O	-6%	-2.9%	-5	-11	-9%	1.1	1.4%&1.2%	1%&4%	-3%&-4%	i	0.5

Sorted by length of the SMILES (largest number first): 6 of the compounds above.
SMILES	human PMI inhibitors	XIAP antagonists	WT yeast gro inh	WT yeast gro inh mutant strain	PMI inhibitors	TNAP activation fold	RSV antiviral HEp-2	Salmonella PhoP GFP	Siah-1 displacement	Myeloid diff MLP	Myeloid diff MLP GFP+ MAC1+ %
COc1cc(C2/C(=C(\O)c3ccc4c(c3)OCCO4)C(=O)C(=O)N2Cc2ccco2)ccc1O (stereo not given)	.	.	.	.	.	.	1.2%	-2%	14%	i	0.6
CN1C[C@@H]2C(c3ccccc3)C3(c4ccc(C#N)cc4)CC2(C3)[C@H]1c1ccccc1 (stereo not given in full)	.	.	.	.	.	.	-1.5%	-2%	-2%	i	1.0
CC(=O)Nc1ccc(N(CC(=O)NC2CCCCC2)C(=O)Cn2nnc(-c3ccccc3)n2)cc1	.	.	.	.	.	.	0.6%	-2%	3%	i	0.6
O=C(Cc1c(C(=O)O)[nH]c2ccccc12)NCCN1CCN(c2cccc(Cl)c2)CC1	8%	-3.9%	6	4	9%	1	2.9%	3%	7%	i	0.3
CCC1(CC)Cc2ccccc2-c2nc(-c3ccccc3)oc(=O)c21	13%	-2.0%	-6	1	17%	1.1	20%	1%	1%	i	0.5
CCCCc1ccc(NC(=S)NCC2CCCO2)cc1 (stereo not given)	-3%	-4.7%	53	58	0%	1.1	0.3%	-6%	6%	i	0.5

Next section.
SMILES	human PMI inhibitors	XIAP antagonists	WT yeast gro inh	WT yeast gro inh mutant strain	PMI inhibitors	TNAP activation fold	RSV antiviral HEp-2	Salmonella PhoP GFP	Siah-1 displacement	Myeloid diff MLP	Myeloid diff MLP GFP+ MAC1+ %
O=C(CCCC(=O)N(c1cccc(F)c1)C(C(=O)NC1CCCC1)c1ccc(O)cc1)Nc1ccccn1 (stereo not given)	.	.	.	.	.	.	2.8%	11%	-3%	i	1.0
O=C(O)CCN1CCc2ccccc21	15%	.	8	0	8%	1.1	0.3%	-11%	0%	i	0.6
COc1cc(-c2nc3c4ccccc4nc(=S)n3[nH]2)cc(OC)c1OC	.	.	.	.	.	.	1.8%	1%	5%	i	0.7
CCOc1ccccc1C(=O)NC(C(=O)Nc1cccc(S(N)(=O)=O)c1)C(C)C (stereo not given)	2%	-2.9%	17	8	1%	1	-0.6%	-7%	0%	i	0.8
CCCNC(=O)COc1ncnc2sccc12	-7%	-2.3%	8	-6	-10%	1	2.4%	2%	-5%	i	0.9
CCc1ccc2oc(=O)cc(CN3CCCCC3C)c2c1 (stereo not given)	-9%	-4.5%	-2	23	-8%	1.1	0.9%	13%	-1%	i	1.0
COc1ccc(/C=C/C(=O)c2sc(-c3ccc(Cl)cc3)nc2C)cc1	-8%	-4.2%	-1	-4	-4%	1.1	.	10%	-5%	.	.
c1cncc(CNCc2ccco2)c1	.	.	.	.	.	.	1.4%	5%	-4%	i	0.8
O=C(COc1ccc([N+](=O)[O-])cc1)NNC(=O)Nc1ccc([N+](=O)[O-])cc1	.	.	.	.	.	.	1.0%	-9%	0%	i	1.2
O=C(NNC(=S)Nc1ccccc1)c1cc(-c2cccnc2)nc2ccccc12	-6%	-3.6%	25	10	1%	2.3	?	3%	-12%	i	0.5
CCn1cc(S(=O)(=O)NCc2ccc(OC)cc2)cn1	.	.	.	.	.	.	0.2%	-5%	5%	i	0.5
Cc1occc1C(=O)NNC(=S)NCc1ccccc1	-21%	-7.2%	21	14	-3%	2.5	1.1%	9%	-1%	i	0.4
O=C(Nc1ccccc1C(=O)N1CCOCC1)c1ccc(F)cc1	2%	-7.2%	13	21	-6%	1.1	0.8%	-7%	-5%	i	0.3
COc1cccc(CNC(=O)C2CCCN(c3nn4c(=O)cc(C)nc4s3)C2)c1OC (stereo not given)	0%	-3.8%	14	21	0%	1.1	1.2%	0%	-1%	i	1.4
CCOc1ccc(NC(=O)CSc2ncn[nH]2)cc1	.	.	.	.	.	.	3.3%	-1%	1%	i	3.0
CCc1noc(C)c1C(=O)OCC(=O)c1ccccc1OC	.	.	.	.	.	.	0.1%	-2%	-1%	i	1.5
Cc1ccc(CC(=O)Nc2nc3ccccc3s2)cc1	19%	-2.4%	7	30	19%	1	?	-1%	-1%	i	1.1
CC(=O)c1c(C(C)=O)c(C)n(NC(=O)c2ccc(Cl)cc2)c1C	-21%	-2.9%	0	-7	-12%	0.7	1.4%	6%	-7%	i	0.7
CC(C)(C)C(=O)/C=c1\s/c(=C\c2ccc(-c3ccc([N+](=O)[O-])cc3)o2)c(=O)n1CC(=O)NC(N)=O	-27%	9.0%	-3	5	-40%	0.8	2.5%	-6%	-7%	+	9.5*
CCn1c(SCC(=O)c2c[nH]c3ccccc23)nnc1-c1cccs1	12%	-2.8%	-4	-9	11%	1.1	2.2%	-2%	2%	+	3.7*
Cc1ccc(C(=O)N/C(=C/c2ccco2)C(=O)NCCc2c[nH]c3ccccc23)cc1	12%	-5.7%	4	-1	20%	1.1	0.2%	-11%	11%	i	0.3
COc1ccccc1C(=O)Nc1cc(Cl)ccc1O	18%	-6.8%	-4	-2	9%	1.1	0.8%	24%	12%	i	0.8
Cc1ccc2c(c1)C1CN(C)CCC1N2C(=O)c1ccc(Cl)c(S(=O)(=O)N2CCOCC2)c1 (stereo not given)	10%	-20%	1	13	-2%	1	1.6%	1%	-7%	i	0.7
COc1cc2cc(CN(Cc3nnnn3Cc3ccccc3)CC3CCCO3)c(=O)[nH]c2cc1OC (stereo not given)	0%	0.3%	-8	-11	-6%	1	.	-4%	-4%	i	0.6
C=C1CCN([C@H](C(=O)OCc2ccc(C)cc2)C(C)C)S(=O)(=O)c2ccccc21	.	.	.	.	.	.	-2.4%	6%	4%	i	1.5
COc1ccc(C(=O)N2N=C(c3cccc(NS(C)(=O)=O)c3)CC2c2cccs2)cc1 (stereo not given)	.	.	.	.	.	.	7.0%	2%	2%	i	0.4
Cc1cc(C)n(-c2ccc(Cl)c(C(=O)O)c2)n1	.	-6.9%	-14	15	.	1.1	-0.8%	-2%	0%	i	0.4
CCOC(=O)c1sc(-c2cccs2)nc1C	9%	-13%	18	9	11%	1.1	3.3%	8%	0%	i	0.9
